# Assay outcomes (PubChem BioAssay)
# yeast mec2-1 = NCI yeast anticancer drug screen, S. cerevisiae mec2-1 strain. % growth inhibition at 50 µM. 9% of 79,000 active;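 further: 0% = growth of vehicle-only cultures of the same strain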
#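 Readout is yeast growth inhibition, normalised to vehicle-treated controls, in the mec2-1 strain exposed to compound.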
# rad50 = NCI yeast anticancer drug screen, S. cerevisiae rad50 strain; 10% of 79,000 active; growth inhibition, % at 50 µM;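 further: 0% = growth of vehicle-only cultures of the same strain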
#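 Relative growth inhibition (compound vs vehicle) was measured in yeast with a defined repair-gene alteration.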
# bub3 = NCI yeast anticancer drug screen, S. cerevisiae bub3 mutant strain. % growth inhibition at 50 µM. 9.9% of 78,000 active;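 further: 0% = growth of vehicle-only cultures of the same strain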
#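 In this screen, a yeast mutant lacking normal mitotic checkpoint function is challenged with compound. Relative growth versus vehicle gives the inhibition value.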
# yeast sgs1 mgt1 = NCI yeast anticancer drug screen, S. cerevisiae sgs1 mgt1 strain; growth inhibition, % at 50 µM; 10% of 78,000 active;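 further: 0% = growth of vehicle-only cultures of the same strain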
#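 Growth of a repair-deficient yeast mutant was monitored after compound treatment and expressed as inhibition relative to vehicle-treated cultures.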
# cln2 rad14 = NCI yeast anticancer drug screen, S. cerevisiae cln2 rad14 strain; growth inhibition, % at 50 µM; 8.3% of 78,000 active;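 further: 0% = growth of vehicle-only cultures of the same strain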
#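 Yeast strain cln2 rad14, bearing defects in cell cycle control and DNA repair, serves as the test system; values reflect growth inhibition compared with vehicle.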
# yeast mlh1 rad18 = NCI yeast anticancer drug screen, S. cerevisiae mlh1 rad18 strain. % growth inhibition at 50 µM. 11% of 79,000 active. AID 175, 2004;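 further: 0% = growth of vehicle-only cultures of the same strain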
#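 Test agents were incubated with a yeast strain of defined genotype (DNA damage repair defect). Inhibition of growth was derived by comparison with vehicle-exposed cultures.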
# Starred values were filed as active, the others as inactive; x = not tested or not shown; & = joins results of further samples. No stated cut-off is given here; in the data, active means growth inhibition above about 70%; inactive means the rest. These rows are one share of the data. The share of hits here may be higher or lower than overall.
# Screens in order: yeast mec2-1	rad50	bub3	yeast sgs1 mgt1	cln2 rad14	yeast mlh1 rad18
> [C-]#[O+].[C-]#[O+].[C-]#[O+].[C-]#[O+].[Cr].c1ccc([PH+](c2ccccc2)c2ccccc2)cc1.c1ccc([PH+](c2ccccc2)c2ccccc2)cc1
→ 8	-4	-5	-9	-3	-2
> CCN(CC)[P+](C1=C(Cl)C(=O)C(Cl)=C(Cl)C1=O)(N(CC)CC)N(CC)CC
→ -12	1	8	-7	-20	-18
> O=[N+]([O-])c1ccc(OCc2ccc(COc3ccc(S(=O)(=O)F)cc3)cc2)c(Cl)c1
→ -8	-1	-8	-2	-6	-8
> O=C(O)c1ccc(=O)[nH]c1
→ 8	26	14	10	-22	20
> Cc1c(N)nc([C@H](CC(N)=O)NC[C@H](N)C(N)=O)nc1C(=O)N[C@H](C(=O)N[C@H](C)[C@@H](O)[C@H](C)C(=O)N[C@H](C(=O)NCCc1nc(-c2nc(C(=O)NCCC[S+](C)C)cs2)cs1)[C@@H](C)O)C(OC1OC(CO)C(O)C(O)C1OC1OC(CO)C(O)C(OC(N)=O)C1O)c1cnc[nH]1 (stereo partly drawn)
→ 93*	93*	94*	93*	90*	93*
> O=C([O-])CC(=O)[O-].[NH-][C@@H]1CCCC[C@H]1[NH-].[Pt+4]
→ -16	-14	-24	-24	-25	x
> CCOC(C(=O)O)(c1ccccc1)c1ccccc1
→ 22	-1	20	18	-10	23
> Cc1cccc(C)c1CCl
→ -13&-10	24&-1	-1&10	-4&-8	-38&13	21&7
> COc1ccc(C=C2C(=O)NC(=O)NC2=O)cc1OC
→ -1	11	-12	22	9	24
> CN(C)c1ccc(C2N(Cc3ccc(N(CCCl)CCCl)cc3)CCCN2Cc2ccc(N(CCCl)CCCl)cc2)cc1
→ 5	53	4	77*	-6	33
> CC(Cc1ccccc1)N(C)Cc1nc(C2CCC([N+](=O)[O-])O2)no1 (stereo not drawn)
→ 66	85*	90*	85*	88*	80*
> Nc1ccn(C2OC(COP(=O)(O)Oc3ccccc3)C(O)C2O)c(=O)n1 (stereo not drawn)
→ -12	11	5	18	4	11
> COc1cc(OC)c(/C=C(\C)[N+](=O)[O-])cc1Br
→ 85*	97*	92*	88*	66	99*
> CCNc1ccc([N+](=O)[O-])cc1[N+](=O)[O-]
→ 17	11	-6	7	4	6
> ClCC[N+]12CC[N+](CCCl)(CC1)C2 (tested in a mixture with another compound)
→ 5&0	5&1	-14&-10	-8&-9	5&-17	-45&0
> S=C=NC/C(Cl)=C/Cl
→ 54	72*	69	72*	57	70*
> CCc1ccccc1OP(=O)(Oc1ccccc1CC)Oc1ccccc1CC
→ -16	-10	-5	-15	-23	16
> OC1(c2ccccc2)N=C(c2ccccc2)c2ccccc2-n2cccc21 (stereo not drawn)
→ -25	1	-1	-14	1	-1
> CC1CCC2(NC1)OC1CC3C4CCC5CC(OC6OC(CO)C(OC7OC(CO)C(O)C(OC8OCC(O)C(O)C8O)C7OC7OC(CO)C(O)C(O)C7O)C(O)C6O)CCC5(C)C4CCC3(C)C1C2C (stereo not drawn)
→ 6	29	11	-24	29	88*
> O=c1[nH]c2ccc([As](=O)(O)O)cc2[nH]1
→ -1	-9	14	-1	-5	9
> Cc1cc(=O)oc2cc3c(cc12)CCCN3
→ 8	6	3	5	-15	14
> [C-]#[O+].[C-]#[O+].[C-]#[O+].[C-]#[O+].[Cr].c1ccc([PH+](CC[PH+](c2ccccc2)c2ccccc2)c2ccccc2)cc1
→ 5	12	0	-1	15	20
> ClC(Cl)(Cl)c1ccccc1
→ -17	-7	-2	6	-3	15
> Nc1cc(Cl)ccc1Cl
→ -11	1	1	-19	-25	-12
> CC(C(O)c1cccnc1)[N+](=O)[O-] (stereo not drawn)
→ -4	-22	4	-24	-10	-17
> O=C(O)C(Cl)c1ccccc1 (stereo not drawn)
→ -7	18	-9	8	-18	9
> N#Cc1ccccc1C(Cl)(Cl)Cl
→ -22	-6	16	-7	27	0
> CCCCCCCCCCP(=O)(O)O
→ -27	-5	-2	-13	-30	-3
> O=[N+]([O-])c1ccc2nncc(N3CC3)c2c1
→ 21	20	28	10	17	41
> CC1(C)CC(OP(=O)(Oc2ccccc2)Oc2ccccc2)CC(C)(C)N1O
→ 5	8	-1	8	-22	2

# The results go on.
# Screens in order: yeast mec2-1	rad50	bub3	yeast sgs1 mgt1	cln2 rad14	yeast mlh1 rad18
> NC(=O)c1cc([N+](=O)[O-])c(N(CCCl)CCCl)cc1[N+](=O)[O-]
→ 28	18	54	54	32	60
> O=C/C=C/c1ccccc1.[Fe+2].[c-]1[c-][c-][cH-][c-]1.[c-]1[c-][c-][cH-][c-]1
→ -48	5	11	2	8	0
> CCOC(=O)C1C2(C)NC(=O)C1(Cc1ccccc1)c1ccc(O)cc1O2 (stereo not drawn)
→ 3	4	2	-13	0	-1
> NC(CO)Cc1ccccc1 (stereo not drawn)
→ -4&0	1&-2	15&14	-4&-1	4&-22	-1&2
> COC(=O)C12CN(C)CC(C(=O)OC)(C1=O)C(c1ccccn1)N(C)C2c1ccccn1 (stereo not drawn)
→ -8	1	-1	-22	-2	12
> O=S(=O)(O)O.[Co+2].[NH-]CC[NH-].[NH-]CC[NH-].[NH-]CC[NH-]
→ 22	11	3	10	18	1
> CCOP(O)OCC
→ 11	1	-5	-5	24	-1
> O=c1[nH]c2cc([N+](=O)[O-])c([N+](=O)[O-])cc2o1
→ -14	-7	-13	-2	-34	14
> CC(C)C(NC(=O)C(C(C)C)N(C)C)C(=O)N(C)C(C(=O)N1CCCC1C(=O)N1CCCC1C(=O)NCc1ccccc1)C(C)C (stereo not drawn)
→ -18	-18	4	-23	12	-47
> CCCCCCCCCCCCCCCc1cccc(O)c1O
→ 92*	51	48	52	-5	83*
> [Cl][Pt][Cl].c1ccc([AsH](CC[AsH](c2ccccc2)c2ccccc2)c2ccccc2)cc1
→ 99*	99*	99*	99*	99*	99*
> CCCC[S][Sn-]([CH2]CCC)([CH2]CCC)[CH2]CCC
→ 99*	99*	99*	99*	98*	99*
> C=CCc1cc(OC)c2c(c1OC)OCO2
→ 9	6	-2	-1	2	7
> N#CN1CC(C(=O)N2CCCCC2)C=C2c3cccc4[nH]cc(c34)CC21 (stereo not drawn)
→ -11	10	9	35	0	11
> C/C(=N\N1CN(C(C)C(=O)O)P(Nc2ncn[nH]2)N=C1N)c1cccs1 (stereo not drawn)
→ 12	3	4	-2	-16	-7
> ClCCN(CCCl)Cc1ccc2ccc3cccc4ccc1c2c34
→ 3	6	-19	69	6	20
> ClCCN(Cc1ccccc1)Cc1ccc2c(c1)OCO2
→ -13	23	-9	22	-3	16
> CCOC(=O)COc1cc(Cl)c(S(=O)(=O)F)cc1Cl
→ 92*	99*	98*	97*	93*	98*
> CNC(=O)O/N=C(/C)c1ccccc1OC
→ -2	-1	6	8	2	-1
> O=C1NC(=O)C(F)C(O)N1 (stereo not drawn)
→ -18	-23	16	-6	-15	-8
> CCOC(=O)NP(=O)(Nc1ccccc1)Nc1ccccc1
→ -8	21	-5	-4	6	-5
> Nc1nc(-c2ccccc2)c[se]1
→ 32	64	-8	31	17	31
> O=C(Cc1nc2ccccc2c(=O)n1-c1ccccc1Cl)c1ccncc1
→ -18	-4	10	9	18	1
> CCOC(=O)C1C2OC(=O)C(C(=O)C2CN(CCCl)CCCl)C1c1ccc(OC(C)=O)cc1 (stereo not drawn)
→ 25	55	29	69	18	54
> O=[N+]([O-])c1cc(C(F)(F)F)cc2n[se]nc12
→ 93*	87*	91*	91*	91*	90*
> O=C1c2ccccc2[Se](=O)N1c1ccccc1 (stereo not drawn)
→ 94*	93*	91*	93*	92*	91*
> [N-]=[N+]=NC1(C(=O)O)CCCC1
→ -7	1	-6	-15	-14	-35
> CC(=O)O[C@H]1C(=O)O[C@@H]2C[C@H]3C(C)=CC(=O)[C@@H](O)[C@]3(C)[C@H]3[C@@]4(O)OC[C@]32[C@@H]1[C@@H](C)[C@H]4O
→ 51	81*	60	60	74*	84*
> NC(=O)c1ccc(N)nc1
→ -14	21	11	19	4	8
> CC(=O)Nc1ccc(-c2ccccc2)cc1
→ 25	40	0	47	18	33

# More compounds follow:
# Screens in order: yeast mec2-1	rad50	bub3	yeast sgs1 mgt1	cln2 rad14	yeast mlh1 rad18
> CCOS(=O)(=O)c1ccc(C)cc1
→ 8	14	8	3	-1	-5
> CC(C)CCC1(CCN)C(=O)NC(=O)NC1=O
→ -30	-23	-10	-26	-14	-17
> CCN=C=NCCCN(C)C
→ -9	-19	-41	-23	0	-6
> CC1OC(O[C@H]2C[C@@H](O)[C@]3(CO)[C@H]4[C@H](O)C[C@]5(C)[C@@H](C6=CC(=O)OC6)CC[C@]5(O)[C@@H]4CC[C@]3(O)C2)C(O)C(O)C1O (stereo partly drawn)
→ 1	-7	-1	5	21	-48
> CN(C)CCBr
→ 88*	38	56	93*	64	97*
> CCCCSP(=S)(SCCCC)SCCCC
→ 15	37	10	39	-20	42
> [CH3][Sb]1([Br])[CH2]CC[CH2]1
→ 15	7	-12	6	-2	3
> CCc1cc(C)cc2[n+]1CC=C2
→ 96*	98*	98*	98*	98*	98*
> NNC(=O)c1ccc(N)cc1
→ -10	-12	5	-8	6	7
> O=C(Nc1cc(S(=O)(=O)O)cc2cc(S(=O)(=O)O)c(N=Nc3ccc([As](=O)(O)O)cc3)c(O)c12)c1ccc([N+](=O)[O-])cc1
→ 2	13	-3	-7	-9	7
> CC12CCC(O)CC1CCC1C2CCC2(C)C1CC1CC(=O)OC12 (stereo not drawn)
→ 85*	98*	99*	99*	99*	97*
> CN(C)C(=O)Oc1c(Cc2ccccc2)c(=O)n2c([nH]c3ccccc32)c1C#N
→ 13	13	0	-8	-5	8
> Cc1ccc2c(c1)N(CCCl)c1c(ccc3ccccc13)S2
→ -10	-7	22	-7	-68	-7
> Cn1cnnc1[N+](=O)[O-]
→ 6	2	3	-11	-1	16
> COC1=CC2CCC3C(CCC4(C)C(OC(C)=O)CCC34)C2(C)CC1 (stereo not drawn)
→ 11	13	-13	1	4	-7
> Cc1ccc(O)cc1C
→ 14	10	4	26	27	8
> CCCCN(CCCC)CC(O)c1cc(Cl)c(Cl)cc1C (stereo not drawn)
→ -13	10	27	35	-1	25
> O=P(O)(O)c1ccccc1
→ -4	-10	3	9	-19	5
> O=C1C(Cl)=C(Cl)C(=O)N1c1ccc(F)cc1
→ 29	52	91*	88*	89*	48
> CC(=O)OC1CCC2(C)C3CCC4(C)C(Oc5ccccc5)CCC4C3CC(Br)C2(O)C1 (stereo not drawn)
→ -30	-48	-32	-36	3	-43
> CN/N=C(/CCN1CCCC1)CC(c1ccccc1)c1c(O)c2ccccc2oc1=O (stereo not drawn)
→ 9	35	32	30	35	37
> CN=c1ssc(/N=C(\SC)N(C)C)[n+]1C
→ -10	-18	-19	-14	-66	3
> CNC(Cc1ccc(OC)cc1)c1ccc(N(C)C)cc1 (stereo not drawn)
→ 1	31	19	44	11	27
> CC(Cc1ccc(O)cc1)NCC(O)c1ccc(O)c(O)c1 (stereo not drawn)
→ 15	11	-7	3	1	23

# Results in yeast mec2-1, bub3 and yeast mlh1 rad18, for some of the entries so far:
mol | yeast mec2-1 | bub3 | yeast mlh1 rad18
CN(C)C(=O)Oc1c(Cc2ccccc2)c(=O)n2c([nH]c3ccccc32)c1C#N | 13 | 0 | 8
Cc1ccc2c(c1)N(CCCl)c1c(ccc3ccccc13)S2 | -10 | 22 | -7

# An excerpt from above in order of SMILES length, smallest number first.
# Screens in order: yeast mec2-1	rad50	bub3	yeast sgs1 mgt1	cln2 rad14	yeast mlh1 rad18
> NNC(=O)c1ccc(N)cc1
→ -10	-12	5	-8	6	7
> CN=c1ssc(/N=C(\SC)N(C)C)[n+]1C
→ -10	-18	-19	-14	-66	3
> CNC(Cc1ccc(OC)cc1)c1ccc(N(C)C)cc1 (stereo not drawn)
→ 1	31	19	44	11	27
> CC12CCC(O)CC1CCC1C2CCC2(C)C1CC1CC(=O)OC12 (stereo not drawn)
→ 85*	98*	99*	99*	99*	97*
> CC(=O)OC1CCC2(C)C3CCC4(C)C(Oc5ccccc5)CCC4C3CC(Br)C2(O)C1 (stereo not drawn)
→ -30	-48	-32	-36	3	-43
> O=C(Nc1cc(S(=O)(=O)O)cc2cc(S(=O)(=O)O)c(N=Nc3ccc([As](=O)(O)O)cc3)c(O)c12)c1ccc([N+](=O)[O-])cc1
→ 2	13	-3	-7	-9	7
